S1P3 antag: S1P3 (human) receptor antagonism; Q99500; CHO S1P3 NFAT-BLA reporter, FRET fluorescence, antagonist mode; inhibition, % at 4.98 µM; 0.27% of 170,000 active; AID 485;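 active means inhibition above the plate cutoff, the mean inhibition of test wells on that plate plus 3 SD, cut at about 28% in these data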;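 further: cells challenged with S1P at its EC80 of 0.8 µM; blue over green emission ratio from cleaved BLA substrate after 4 h stimulation; 0% = S1P-stimulated wells and 100% = unstimulated DMSO-only wells; some compounds past the cut are filed as inactive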
Target sequence (Q99500 whole entry, looked up): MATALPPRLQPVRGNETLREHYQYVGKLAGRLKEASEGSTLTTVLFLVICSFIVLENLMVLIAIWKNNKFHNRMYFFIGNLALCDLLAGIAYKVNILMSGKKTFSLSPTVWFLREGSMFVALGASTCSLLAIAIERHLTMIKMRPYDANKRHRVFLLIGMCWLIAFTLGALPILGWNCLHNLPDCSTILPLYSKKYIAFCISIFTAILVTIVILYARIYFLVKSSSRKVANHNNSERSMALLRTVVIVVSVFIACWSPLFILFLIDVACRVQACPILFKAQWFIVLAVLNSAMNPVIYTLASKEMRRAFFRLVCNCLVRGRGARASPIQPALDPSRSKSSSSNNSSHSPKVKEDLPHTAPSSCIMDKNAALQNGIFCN
PPARg SRC2 recr: agonists of SRC-2 recruitment by human PPARgamma; P37231; PPARgamma LBD-SRC-2 recruitment, biochemical; activation, % at 8 µM; 0.34% of 200,000 active; in the data active means activation above about 22%;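 further: 0% = vehicle and 100% = reference agonist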
PPARg SRC-1 ag: PPARgamma-driven SRC-1 recruitment agonism | P37231 | PPARgamma-SRC-1 coactivator recruitment biochemical assay | activation, % at 8 µM | 0.41% of 200,000 active | AID 631; in the data active means activation above about 19%;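 further: 0% = DMSO and 100% = reference agonist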
TLR4-MyD88 BLA: blocks binding of human TLR4 to MyD88 | HeLa CL3-4 TLR4/MyD88 BLA complementation, FRET ratio | inhibition, % at 8.4 µM | 0.18% of 200,000 active | AID 861; in the data active means inhibition above about 25%;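 further: 0% = vehicle and 100% = reference inhibitor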
bIAP activator: increases bovine intestinal alkaline phosphatase activity; purified bovine IAP, CDP-star luminescence, 30 min; active compounds read high; fold of DMSO-control signal, blank-subtracted; activation factor at 20 µM; 0.17% of 200,000 active;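 active means activation factor of 2 or more at 20 µM, a signal rise over negative controls twice the positive control's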
PPARg SRC-3 ag: promotes SRC-3 coactivator recruitment by human PPARgamma | activation, % at 8 µM | biochemical PPARgamma/SRC-3 coactivator recruitment assay | P37231 | 0.26% of 200,000 active; in the data active means activation above about 23%;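 further: 0% = DMSO and 100% = reference agonist; some compounds past the cut are filed as inactive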
SRC2 TRFRET art: counter-screen for PPARgamma SRC-2 recruitment agonists: TR-FRET artefact; active compounds read high; TR-FRET ratio at 8 µM; 0.4% of 200,000 active; AID 1049; in the data active means TR-FRET ratio above about 2000; further: inactives centre near 1500; reference of the scale not given here
ROMK primary: human ROMK K+ channel modulation, primary screen; P48048; Tet-inducible ROMK, thallium flux fluorescence; actives lie on both sides; B-score at 10 µM; 2% of 130,000 active; AID 1918;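 active means signal ratio slope over the read window, or its plate-corrected B-score, at least 3 SD from the plate mean, either direction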;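 further: B-score of the F/F0 ratio slope over 7 to 12 s after thallium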
Target sequence (P48048 whole entry, looked up): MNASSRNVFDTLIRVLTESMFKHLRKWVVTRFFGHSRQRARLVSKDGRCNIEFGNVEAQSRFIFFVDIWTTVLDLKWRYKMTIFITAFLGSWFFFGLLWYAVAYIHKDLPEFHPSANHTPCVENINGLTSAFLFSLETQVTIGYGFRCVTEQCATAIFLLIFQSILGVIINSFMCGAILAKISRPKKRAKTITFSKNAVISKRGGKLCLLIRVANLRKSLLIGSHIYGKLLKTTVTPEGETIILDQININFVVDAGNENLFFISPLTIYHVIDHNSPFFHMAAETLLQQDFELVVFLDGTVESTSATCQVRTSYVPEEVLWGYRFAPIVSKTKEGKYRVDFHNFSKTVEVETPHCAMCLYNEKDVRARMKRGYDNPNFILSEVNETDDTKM
Lmaj promast: inhibitors of Leishmania major promastigote growth; Leishmania major promastigotes, resazurin fluorescence viability; inhibition, % at 10 µM; 9% of 200,000 active; in the data active means inhibition above about 50%;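 further: promastigotes grown with compound for 44 hours at 28 °C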
bIAP inhibitor: blocks bovine intestinal alkaline phosphatase activity; purified bovine IAP, CDP-star luminescence, 30 min; inhibition, % at 20 µM; 190,000 tested, under 10 active;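 active means over 50% inhibition of intestinal alkaline phosphatase at 20 µM in the single-dose screen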
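System: Purified bovine intestinal alkaline phosphatase (IAP) enzyme | Input: IAP diluted 1/65,000,000 in the well | Also added: CDP-star chemiluminescent phosphatase substrate, 30 µM final | Dosing: 20 µM single dose | Times: Enzyme reaction for 30 min at room temperature | Detection: Luminescence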
DTT redox prof: compounds producing H2O2 with reducing agent – biochemical, NIH compound library profiling, artefact control for MLSCN library redox annotation, primary screen | activation, % at 10 µM | DTT-dependent redox cycling H2O2, phenol red/HRP absorbance; 100% = 100 µM peroxide control, 0% = buffer | 0.03% of 200,000 active;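 active means activation of at least 50% relative to the plate's high and low controls in the primary single-dose screen; inactive means activation below 50%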;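 further: compound incubated with DTT at 0.8 mM final as the reducing agent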
* hit, by the source's call; . = no result given.

SMILES	S1P3 antag	PPARg SRC2 recr	PPARg SRC-1 ag	TLR4-MyD88 BLA	bIAP activator	PPARg SRC-3 ag	SRC2 TRFRET art	ROMK primary	Lmaj promast	bIAP inhibitor	DTT redox prof
CCC(C)(C)n1nnnc1C(c1ccccn1)N1CCOCC1 (stereo not drawn)	17	-5	-4	9	1	-4	1286	.	-2	1	3.5
CC(C)CC(CO)N1CCN(C(=O)c2ccc(C(C)(C)C)cc2)CCC1=O (stereo not drawn)	-6	4	-2	-16	0.9	-2	1479	-0.51	7	10	0.4
O=C(CCC(=O)OCCCC(F)(F)C(F)(F)F)Nc1ccc(Cl)cc1Cl	.	-1	-4	4	0.9	1	1377	.	-5	5	-9.7
Brc1csc(/C=N/Nc2nc3ccccc3s2)c1	-2	-5	-2	5	0.9	2	1387	.	-1	8	0.5
CCC1=NN2C(=N)/C(=C\c3cccn3-c3ccc(Cl)cc3)C(=O)N=C2S1	-7	4	4	6	1	4	1578	2.4	-4	2	-0.7
CCCCCC1=CCC/C1=N\NC(=O)c1ccc2c(c1)OCO2	1	8	4	6	1.1	6	1732	0.31	12	-6	-1.7
Cc1ccc(CNC(=O)CN2C(=O)COc3ccc(C)cc32)cc1	22	-10	0	2	1	-10	1584	-0.73	0	3	1.5
CSc1ccccc1C(=O)C1CCCN(Cc2cnn(-c3ccccc3)c2)C1 (stereo not drawn)	-11	0	1	-12	1.1	-4	1477	-0.59	73*	-6	0.3
COc1ccccc1CNCC(O)(c1ccc(Cl)cc1)c1ccc(Cl)cc1	.	-6	0	10	0.6	6	1486	-0.058	100*	42	-4.1
Cc1ccc(C(=O)OCC(=O)c2c(N)n(C)c(=O)n(C)c2=O)cc1S(=O)(=O)N1CCCCC1	6	-5	-1	-4	0.8	1	1581	0.25	34	17	-0.1
O=C(CSc1nc(NS(=O)(=O)c2ccccc2)cc(=O)[nH]1)Nc1ccc(F)cc1	1	0	6	4	0.8	-11	1660	0.11	0	21	0.5
Cc1c(NC(=O)/C(C#N)=C\c2cccs2)c(=O)n(-c2ccccc2)n1C	23	-2	1	12	0.7	5	1717	.	0	31	0.3
O=C(COC(=O)C1(c2ccc(Cl)cc2)CCCC1)N1CCc2ccccc21	4	2	3	3	0.8	2	1485	0.044	2	16	0.4
CC1CCCN(c2ccc(/C=C(\C#N)c3nn(-c4ccccc4)c(N)c3C#N)cc2[N+](=O)[O-])C1 (stereo not drawn)	.	2	5	1	0.7	10	1378	.	96*	26	-3.3
Cc1ccc(S(=O)(=O)NC2CCCC(C(=O)O)C2)cc1 (stereo not drawn)	-1	4	5	2	0.9	1	1457	.	-2	8	-0.5
CCN(CC)c1ccc(/C=N/Nc2cccc(C)c2)c(O)c1	-17	-3	7	7	0.9	-6	1402	.	21	5	1.7
CNC(=O)c1cc2c(ccc3ccccc32)oc1=N	.	1	0	-1	1.1	6	1453	-0.84	10	-7	0.2
O=C(Cn1cnc2cc([N+](=O)[O-])ccc2c1=O)NCc1ccc(Cl)cc1	-15	-9	-5	-10	1	-7	1392	-0.6	31	-2	-0.2
Cc1ccc(S(=O)(=O)N(C)C)cc1NC(=O)c1cncc(Br)c1	0	-7	6	7	1	3	1584	.	36	1	-0.3
COc1ccc(/C(O)=C2/C(=O)C(=O)N(Cc3cccnc3)C2c2ccncc2)cc1F (stereo not drawn)	-7	0	-5	-11	0.8	-1	1432	-0.83	0	16	5.5
CN(C)c1nc(N(C)C)n(C(=O)c2ccc(F)cc2)n1	-16	-1	4	12	0.9	5	1455	-0.82	4	6	-1.2
COc1cccc(Nc2nc3ccccc3n2C(C)C)c1	9	5	10	5	0.9	6	1459	-0.59	13	7	-0.1
CCc1cc2ccc(C)cc2nc1SCC(=O)Nc1c[nH]c(=O)[nH]c1=O	-3	3	-1	3	1.4	3	1650	0.76	-12	-41	-0.7
Cn1c(NCc2cccs2)nc2ccccc21	18	8	-6	2	0.8	7	1546	.	-10	17	-4.3
NC(=O)CSc1nnc2ccc(-c3ccc(Cl)cc3)nn12	-8	1	-4	-15	1	1	1456	-1.1	5	4	-0.7

Next section, starting with the last 2 of the part before.
SMILES	S1P3 antag	PPARg SRC2 recr	PPARg SRC-1 ag	TLR4-MyD88 BLA	bIAP activator	PPARg SRC-3 ag	SRC2 TRFRET art	ROMK primary	Lmaj promast	bIAP inhibitor	DTT redox prof
Cn1c(NCc2cccs2)nc2ccccc21	18	8	-6	2	0.8	7	1546	.	-10	17	-4.3
NC(=O)CSc1nnc2ccc(-c3ccc(Cl)cc3)nn12	-8	1	-4	-15	1	1	1456	-1.1	5	4	-0.7
O=C(COC(=O)/C=C/c1ccc2c(c1)OCO2)Nc1ccc(S(=O)(=O)N2CCCC2)cc1	-6	6	-14	-5	0.9	4	1530	-0.49	-4	7	0.0
O/N=C1\CCCc2ccc(Cl)cc21	-9	5	2	-10	0.9	4	1562	-0.79	43	12	0.2
CCCCN(CCCC)c1nc(OC)nc(-n2nnc(C(C)=O)c2C)n1	.	-1	13	-1	1.1	16	1497	.	63*	-6	3.0
CC(=O)c1ccc(N=Cc2c(O)n(-c3cc(Cl)ccc3N3CCOCC3)c(=O)c3ccccc23)cc1	.	7	-3	6	1	4	1484	-0.93	25	4	0.9
Cc1ccccc1-c1nc(CS(=O)(=O)CC(=O)Nc2cc(F)ccc2F)c(C)o1	19	-4	0	-6	0.9	0	1555	.	-6	13	-0.3
Cc1ccc(NCCC(=O)c2cccs2)cc1Cl	.	6	4	-14	0.9	9	1505	.	1	6	-4.8
COc1ccc(C(=O)Nc2ccc(Cl)c(S(=O)(=O)Nc3ccccc3OC)c2)cc1	-6	-7	-12	4	1	-4	1455	.	39	5	0.2
COc1ccc2c(c1)nc(SCC(C)O)n2C (stereo not drawn)	-17	1	4	0	0.9	4	1539	0.095	-6	11	-0.2
COCCn1c(SCC(=O)NCc2ccco2)nnc1-c1c[nH]c2ccccc12	.	-5	2	2	0.8	8	1516	.	-7	15	-1.2
Cc1c(Cl)cccc1NC(=O)c1cc(C2CC2)on1	12	-7	1	-5	0.7	-4	1325	.	-9	29	-0.3
O=C(CNc1ccccc1)N/N=C/c1ccc2c(c1)OCCO2	-10	-1	-2	-5	0.8	2	1536	.	3	17	0.4
COc1ccc(CN2C(=O)CN=C2Nc2cccc(C)c2C)cc1	4	3	8	10	1	15	1561	0.75	3	0	3.5
COc1cc(/C=C/C(=O)c2cccc([N+](=O)[O-])c2)cc(OC)c1OC	-12	14	5	5	1	9	1644	-1.9	100*	-3	0.0
CC(C)CNC(=O)C1CCN(Cc2ccc(OCc3ccccc3)cc2)CC1	13	-4	1	-17	1	-5	1615	-1.6	32	5	-0.3
CC(C)c1nc(SCC(=O)Nc2nc3c(s2)CCCC3)c2ccccc2n1	.	2	6	4	1.1	-1	1684	.	5	-8	1.9
COc1ccc(C(C)=O)cc1COC(=O)CNC(=O)c1ccc(Cl)cc1	-15	11	3	-8	0.7	7	1579	.	-5	30	0.1
COCCCNc1nc2c(-c3cccc(C)c3)nnn2c2ccccc12	-22	8	2	0	1.1	1	1756	0.91	3	-10	-0.6
CCOc1ccc(-c2cn3ccccc3n2)cc1[N+](=O)[O-]	-1	1	3	-8	1.1	2	1649	-0.36	2	-8	-0.2
COC(=O)N1CCCc2cc(C)ccc21	1	-6	13	-10	0.9	0	1347	0.3	1	5	0.3
COc1cccc(C2CC(c3ccccc3)Nc3ncnn32)c1 (stereo not drawn)	-26	3	3	5	1	16	1755	-1.2	-3	-2	0.1
CN(CC(=O)NCCc1ccccc1)S(=O)(=O)c1ccccc1	-19	-2	14	5	1	4	1490	0.057	-10	1	0.2
CN(CC(=O)Nc1ccc2c(c1)OCCO2)S(=O)(=O)c1ccc(Br)s1	.	-1	0	-5	0.8	0	1506	-1.6	9	21	-0.2
O=[N+]([O-])c1ccc2nc(-c3ccccc3)oc2c1	15	4	1	-1	1.1	3	1578	-1	-5	-14	-0.6
O=S(=O)(NCC(c1ccco1)N1CCN(c2ccccc2)CC1)c1ccc(F)cc1 (stereo not drawn)	-16	-3	2	14	0.8	0	1476	.	6	16	0.6
Cc1cc(C)n2ncc(C(=O)O)c2n1	-15	-7	-2	-3	0.9	1	1505	1.2	10	11	-0.1

Other structures follow:
SMILES	S1P3 antag	PPARg SRC2 recr	PPARg SRC-1 ag	TLR4-MyD88 BLA	bIAP activator	PPARg SRC-3 ag	SRC2 TRFRET art	ROMK primary	Lmaj promast	bIAP inhibitor	DTT redox prof
N#Cc1c(NCCN)nc(NCc2ccccc2)c2c1CCN(Cc1ccccc1)C2	.	3	12	1	3*	8	1655	.	97*	-195	-0.6
CC(C)(C)c1nnc2sc(SCC(=O)c3ccc(Cl)cc3)nn2c1=O	.	-4	7	-5	1	-3	1547	.	-6	4	1.9
Cc1cc(NC(=O)CSc2nnc(-c3ccccc3)c(-c3ccccc3)n2)no1	-46	-2	6	14	1	-1	1604	0.66	22	4	0.2
O=c1[nH]cnc2sc3c(c12)CCCC3	12	3	-4	10	1.1	7	1563	.	0	-6	0.1
CC#CCCC(=O)N1C=Cc2ccccc2C1C#N (stereo not drawn)	22	-4	0	9	0.9	7	1364	-0.11	8	14	-0.6
Cc1nn(S(=O)(=O)N2CCCCC2)c(C)c1Br	8	3	-2	-16	1	7	1596	.	5	-1	0.5
O=C(c1ccccc1)c1ccc2nc(-c3ccco3)c(-c3ccco3)nc2c1	-7	5	4	-4	1	3	1449	-0.04	-7	0	0.0
Cc1ccc(CN2CCN(Cc3cnn(-c4ccc(Cl)cc4)c3)CC2CCO)o1 (stereo not drawn)	7	3	2	-6	1	6	1297	-0.44	-4	-4	-0.6
O=C(NCc1n[nH]c(=S)n1-c1ccc(Br)cc1)c1ccc(S(=O)(=O)N2CCCC2)cc1	1	3	5	3	0.9	0	1416	-0.0017	-8	14	0.6
CC1=C(C(=O)Nc2ccccc2Cl)C(c2ccc(N(C)C)cc2)NC(=O)N1 (stereo not drawn)	-3	5	1	-4	0.9	8	1714	-0.15	-2	9	0.1
Cc1nn(C)c(Cl)c1NC(=O)OCc1ccccc1	.	7	2	0	0.9	2	1570	.	-9	8	-1.2
COc1ccc(C2C(C(=O)Nc3cc(OC)c(OC)c(OC)c3)c3ccccc3C(=O)N2C)cc1OC (stereo not drawn)	11	2	6	10	1.5	3	1314	-0.19	0	-52	-1.1
COc1ccc(Cl)cc1C(=O)Nc1cccc(-c2ccc3nncn3n2)c1	-3	4	2	1	1.1	-3	1553	0.11	-7	-5	0.1

Quoted from the listing.
PPARg SRC-3 ag result of O=C(NCc1n[nH]c(=S)n1-c1ccc(Br)cc1)c1ccc(S(=O)(=O)N2CCCC2)cc1 = 0
DTT redox prof result of Cc1ccc(CN2CCN(Cc3cnn(-c4ccc(Cl)cc4)c3)CC2CCO)o1 (stereo not drawn) = -0.6
DTT redox prof result of Cc1nn(C)c(Cl)c1NC(=O)OCc1ccccc1 = -1.2
DTT redox prof result of O=C(c1ccccc1)c1ccc2nc(-c3ccco3)c(-c3ccco3)nc2c1 = 0.0
PPARg SRC2 recr result of N#Cc1c(NCCN)nc(NCc2ccccc2)c2c1CCN(Cc1ccccc1)C2 = 3
